# PNC assembly inh: blocks assembly of the perinucleolar compartment. PC3M PTB-GFP, PNC prevalence imaging, 16 h; active compounds read low. activity change (PNC), negative = inhibition, % at 10 µM. 140,000 compounds, 3.1% hits;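 active = readout at or below -70, meaning at least 70% loss of cells showing the perinucleolar compartment, a nuclear body marking cancer cells; inconclusive = readout between -30 and a set limit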;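 note: plate controls were DMSO wells for no effect and camptothecin positive control wells for full effect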
#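 Read-out is percentage of cells bearing a perinucleolar compartment, from automated 20x imaging of fixed, Hoechst-stained PC3M PTB-GFP cells. Cells were seeded 4 h, then exposed 16 h to compound (23 nl of library stock) in duplicate plates.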
# 12-hLO inh: 12-hLO (ALOX12) enzyme inhibition; purified 12-hLO, xylenol orange hydroperoxide absorbance; Potency, µM (series often up to 57.1 µM), for the others: top-dose activity change, negative = inhibition, hits mostly inhibitors; 150,000 compounds, 0.12% hits; AID 1452; note: potency is the fitted concentration of half-maximal effect; nearly all actives have a fitted effect of over 55% in size; many of its hits are not listed in these tables
# Target sequence (P18054 whole entry, looked up): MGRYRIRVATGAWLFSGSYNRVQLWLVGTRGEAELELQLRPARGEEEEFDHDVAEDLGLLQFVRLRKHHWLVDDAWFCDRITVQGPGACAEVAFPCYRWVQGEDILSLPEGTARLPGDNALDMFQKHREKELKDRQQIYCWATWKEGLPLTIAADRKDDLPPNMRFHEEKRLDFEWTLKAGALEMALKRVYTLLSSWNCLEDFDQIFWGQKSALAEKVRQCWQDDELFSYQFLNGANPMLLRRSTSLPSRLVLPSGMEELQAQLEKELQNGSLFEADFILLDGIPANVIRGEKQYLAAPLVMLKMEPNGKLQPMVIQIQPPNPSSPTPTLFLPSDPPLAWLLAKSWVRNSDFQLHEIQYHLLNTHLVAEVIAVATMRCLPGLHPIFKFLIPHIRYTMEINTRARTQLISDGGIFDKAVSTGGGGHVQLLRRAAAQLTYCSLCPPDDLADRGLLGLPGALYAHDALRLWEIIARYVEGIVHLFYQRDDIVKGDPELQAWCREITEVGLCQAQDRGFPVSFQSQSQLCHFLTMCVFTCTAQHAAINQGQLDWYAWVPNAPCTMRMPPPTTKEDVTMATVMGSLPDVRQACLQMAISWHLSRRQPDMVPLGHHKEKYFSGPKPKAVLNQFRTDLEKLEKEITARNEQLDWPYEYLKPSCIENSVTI
#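 Purified human 12hLO (150 nM), preincubated 15 min with compound, then 40 uM arachidonic acid for 30 min, room temperature, Hepes pH 7.0 with 0.01% Triton X-100. Hydroperoxide detected by ferrous iron/xylenol orange; 573/405 nm absorbance ratio gives reaction progress.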
# IMPase cell inh: cell-permeable inhibitors of inositol monophosphatase (IMPase) | inhibition (IP1 accumulation), % at 46.1 µM | CHO-M1 cells, IP1 accumulation, HTRF TR-FRET ratio | AID 901 | 120,000 tested, under 10 active; active = well fitted curve in the direction sought with a large enough effect in the signal ratio, not every such curve was filed as active; inconclusive = small, poorly fitted or top-dose-only effect, or a change in a side signal; inactive = no such curve, though single readings can be large or run the other way; the % refers to the signal ratio;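 note: cells stimulated with carbachol in lithium chloride buffer; plate controls were DMSO basal wells for no effect and reference inhibitor wells for full effect; higher means more IMPase inhibition seen as more IP1 and lower FRET ratio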
# Target sequence (P97697 whole entry, looked up): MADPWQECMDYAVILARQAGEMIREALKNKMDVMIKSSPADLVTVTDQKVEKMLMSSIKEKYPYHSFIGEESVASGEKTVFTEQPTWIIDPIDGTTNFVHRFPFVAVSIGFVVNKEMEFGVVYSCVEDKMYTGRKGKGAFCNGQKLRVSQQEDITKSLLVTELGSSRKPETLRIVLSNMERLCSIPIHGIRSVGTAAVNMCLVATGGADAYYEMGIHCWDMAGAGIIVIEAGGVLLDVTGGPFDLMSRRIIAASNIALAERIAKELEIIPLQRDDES
#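 Cellular IMPase inhibition is scored as a rise in cytosolic IP1, detected by competitive TR-FRET between d2-labelled IP1 and a europium anti-IP1 antibody. M1-expressing CHO cells were stimulated with carbachol for 30 min at 37C, with lithium (50 mM LiCl) present in the buffer.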
# 15-hLO-2 inh: 15-hLO-2 (ALOX15B) enzyme inhibition. O15296. purified 15hLO-2, xylenol orange hydroperoxide absorbance. Potency, µM (series often up to 57.1 µM), for the others: top-dose activity change, negative = inhibition, usual class: inhibitors. 110,000 compounds, 0.56% hits. AID 881; note: potency is the fitted concentration of half-maximal effect; nearly all actives have a fitted effect of over 60% in size; many of its hits are not listed in these tables
#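 Purified human 15hLO-2 (50 nM final) preincubated with compounds 15 min at room temperature in 25 mM Hepes pH 7.5, 0.01% Triton X-100, then 45 uM arachidonic acid added for 90 min; hydroperoxide detected via ferrous/xylenol orange, 573/405 nm absorbance ratio.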
# Starred values were filed as active, the others as inactive; ? = inconclusive; . = no result given; & = joins results of further samples; [ ] = remark or other dose. Unless noted, calls come from the whole dose curve; as a rule, active = well fitted curve in the direction sought with a large enough effect; inconclusive = small, poorly fitted or top-dose-only effect, or another doubt; inactive = no such curve, though single readings can be large; an effect the other way counts as inactive or inconclusive. Unless noted, % is set by controls: 0 for no effect and ±100 for the full control effect. Some of the compounds tested; the hit share may differ from the screen's.
SMILES,PNC assembly inh,12-hLO inh,IMPase cell inh,15-hLO-2 inh
Cn1c(N)c(C(=O)COC(=O)Cc2ccsc2)c(=O)n(C)c1=O,-16,10%,-10,-4%
CCOc1ccccc1C1C(C(=O)Nc2ccccc2OC)=C(C)Nc2nnnn21 (stereo not drawn),-24,-2%,-1,-4%
O=C(c1nc2ccc([N+](=O)[O-])cc2[nH]c1=O)[C@@H](O)c1ccc2c(c1)OCO2,.,-3%[11.4 µM],.,-2%[11.4 µM]
c1ccc2c(c1)CNC1(CCCCC1)C2,17,1%,-1,13%
CC1=CC2=NC(=O)/C(=C\c3cccn3CCOc3ccccc3)C(=N)N2O1,19,-15%,.,.
CCOC(=O)c1c(O)c2ccccc2n(-c2ccccc2)c1=O,-5,1%,0,1%
O=C(CC1Sc2ncnn2C1=O)Nc1ccccc1 (stereo not drawn),-3,4%,-3,-8%
Cc1c(Cl)cccc1NC(=S)NNc1ncc(C(F)(F)F)cc1Cl,-5,-25%,-2,-5%
O=C(Nc1ccc2ccccc2c1)c1onc2c1CCCC2,-12,0%,9,-7%
CC(=O)c1c(C)[nH]c(C(=O)OCC(=O)Nc2cc(Cl)ccc2[N+](=O)[O-])c1C,1,-2%,-5,.
COc1ccccc1NC(=O)CN(Cc1ccco1)C(=O)c1cccs1,16,4%,7,-4%
C=CCC1c2cccc(C(=O)O)c2C(=O)N1c1cccc(C)c1 (stereo not drawn),4,-1%,0,-5%
CCc1ccccc1NC(=O)CSc1nc2c(c(-c3ccco3)c1C#N)CCCC2,5,1%,1,-8%
CCc1ccc(C(=O)CCC2CCCCC2=O)cc1 (stereo not drawn),38,0%,2,-1%
CCn1c(=O)c(C(=O)NNS(=O)(=O)c2ccc(C)cc2)c(O)c2ccccc21,-5,-17%,5,.
CCc1cc(=O)oc2cc(OCC(N)=O)c(Cl)cc12,?,-2%,1,0%
CC(C)CCN1C(=O)c2ccc(C(=O)OCn3nnc4ccccc4c3=O)cc2C1=O,16,0%,0,2%
CCn1c(Cn2nnc(-c3ccccc3)n2)nnc1SCC(=O)Nc1cccc(C(C)=O)c1,-5,1%,0,1%
Cn1c(Cn2c(=O)sc3ccccc32)nnc1SCC(=O)Nc1ccc(F)cc1,?,16%,-11,.
COc1cccc(C2CC(c3c(Cl)cccc3Cl)n3nc(N)nc3N2)c1 (stereo not drawn),?,3%,-10,6%
Cc1ccc(-c2cn3nc(C)c(C)nc3n2)cc1,?,-5%,-9,-6%
O=C(C1COc2ccccc2O1)N1CCc2ccccc21 (stereo not drawn),-6,-4%,6,-21%
COC(=O)[C@@H]1C[C@@]2(O)[C@@H](O)[C@@H](O)[C@@H](O)C[C@H]2N1CC1CC1,.,-4%,.,-3%
CCCOCC(C)O (stereo not drawn),.,-3%,.,-3%
OCCN1CCN(CCCc2c3c(cc4c2CCC4)CCC3)CC1,-24,4%,.,.
# The listing continues.
SMILES,PNC assembly inh,12-hLO inh,IMPase cell inh,15-hLO-2 inh
Cc1cccc(N2CCN(C(=O)c3ccc(NC(=O)C4CCCO4)cc3)CC2C)c1 (stereo not drawn),14,-1%,15,1%
Fc1ccccc1-c1nc(NCCCN2CCOCC2)c2ccccc2n1,21,2%,.,.
COc1ccc2c(c1)C1=NN(/C(C)=C/C(C)=O)C(c3cccc(F)c3)C1CC2 (stereo not drawn),19,-27%,.,.
CCOC(=O)C(NC=O)(NC(C)(C)C)C(=O)OCC,26,-1%,-5,-5%
Cc1nonc1NC(=O)CSc1ccc(-c2ccccc2)nn1,?,-8%,?,-6%
COc1ccc(CCNC(=O)Cn2c(=O)oc3ccccc32)cc1OC,?,-2%,-2,1%
CCCCSC1=N/C(=C/c2ccsc2)C(=O)N1c1ccccc1,-14,0%,.,.
CCCCOc1ccc(C(=O)N/C(=C/C=C/c2ccccc2)C(=O)NCCCO)cc1,10,-11%,.,.
CCN1CCN(Cc2cc(=O)oc3ccc(Cl)cc23)CC1,19,0%,4,5%
NCCCC[C@@H]1NC(=O)[C@H](CCC(=O)O)NC(=O)c2cc([N+](=O)[O-])cc(I)c2OCC[C@@H](C(N)=O)NC1=O,46,-1%,.,.
Cc1ccc(-c2cn(-c3ccccc3)c3[n+]2CCCS3)cc1,-7&-12,21%&4%,14,12%
CCOC(=O)C1CCN(c2ncnc3c2cnn3-c2ccc(OC)cc2)CC1,8,-18%,-4,-23%
Cc1cc(/C=C(\C#N)C(N)=O)c(C)n1-c1ccc(N2CCOCC2)c([N+](=O)[O-])c1,10,-4%,8,.
CCC(=O)NC1=C(NC(C)c2ccccc2)C(=O)c2ccccc2C1=O (stereo not drawn),33,-3%,21,-1%
COc1cccc(N2CCCn3c2nc2c3c(=O)n(CCN3CCOCC3)c(=O)n2C)c1,-24,4%,3,-1%
CCOC(=O)c1ccccc1C(=O)N1CCOCCOCCOCC1,44,0%,.,.
Nc1nc(SCC(=O)NCCN2CCOCC2)nc2sc3c(c12)CCC3,3,0%,.,.
CC(=O)Nc1ccc(S(=O)(=O)N2CCN(CCCOc3ccccc3Cl)CC2)cc1,10,3%,1,18%
COc1ccc(NS(=O)(=O)c2cc(NC(=O)c3cccs3)ccc2N2CCCC2)cc1,?,-1%,.,.
C[C@@H](C(=O)Nc1ccc2ccccc2c1)[C@@H]1C[C@@]1(C)[C@@H](NC(=O)c1ccncc1Cl)c1ccccc1,.,2%,.,18%
CC(NC(=O)c1ccc(Cn2cc([N+](=O)[O-])cn2)cc1)c1ccccc1 (stereo not drawn),11,-1%,.,.
CCOc1cccc(-c2nn(-c3ccccc3)cc2/C=C(/C#N)C(=O)NCCCn2ccnc2)c1,13,-5%,.,.
CONc1nc(NC(C)(C)C)nc(OCC#N)n1,43,1%,.,.
CCCCC12CN3CC(C)(CN(C1)C31C(=O)N(C)c3ccc(C)cc31)C2=O (stereo not drawn),11,3%,-10,.
CCOC(=O)N1CCN(C(=O)COc2ccc(Br)cc2)CC1,-30,-1%,-7,0%
# Remaining list, next part.
SMILES,PNC assembly inh,12-hLO inh,IMPase cell inh,15-hLO-2 inh
COc1ccc(-c2oc(NC(C)=O)c(C#N)c2-c2ccc(OC)cc2)cc1,?,-5%,1,-9%
CCN(CC)S(=O)(=O)c1cccc2nsnc12,?,0%,6,-4%
CCN(CC)CCNC(=O)CS(=O)Cc1nc(-c2ccccc2Cl)oc1C (stereo not drawn),?,3%,3,-3%
C/C(=N\NC(=O)C1CCCN(S(=O)(=O)c2ccccc2)C1)c1ccncc1 (stereo not drawn),6,6%,9,2%
COC(=O)c1ccc(C)c(NC(=O)Cn2cnc3ccccc3c2=O)c1,?,4%,-2,-1%
CC1=CC2=NCC(O)CN2C=C1 (stereo not drawn),62,6%,3,-5%
CS(=O)(=O)Nc1ccc(N2CCCCC2)c(Cl)c1,17,-3%,-4,1%
Cn1c(=O)[nH]c(=O)c2c1nc(NCCCn1ccnc1)n2Cc1ccccc1,-102*,0%,-3,8%
O=C(COC(=O)c1n[nH]c2ccccc12)NCc1ccccc1,7,-5%,1,1%
COc1ccc(NC(=O)CSc2ncnc3c2cnn3Cc2ccccc2)cc1,-22,5%,2,2%
COc1cccc(CN2CCN(CC(=O)Nc3ccccc3Cl)CC2)c1,56,1%,3,4%
Cc1ccc(C(=O)CSc2nnc(-c3ccccc3N)n2C)cc1C,?,-1%,5,.
O=c1c2ccccc2oc2nc(C3CCCCC3)n(Cc3ccco3)c(=O)c12,6,0%,-13,-17%
COc1ccc(CNC(=O)c2ccc(NC(=O)CC3SC(N4CCCC4)=NC3=O)cc2)cc1 (stereo not drawn),95,1%,-4,4%
O=C(Nc1ccc(Cl)cn1)Nc1ccccc1F,242,0%,2,.
CCc1cccc(CC)c1NC(=O)COC(=O)c1ccc2c(c1)S(=O)(=O)c1ccccc1C2=O,-22,0%,-13,.
Cc1ccc(C)c(NC(=O)c2sc(Cl)nc2C)c1,12,0%,.,.
CCOC(=O)c1c(C)[nH]c(C(=O)COC(=O)CNC(=O)c2ccccc2Cl)c1C,2,7%,-4,.
CC(=O)CC(C)(C)n1nnc(-c2ccccc2)n1,15,-2%,-5,8%
Nc1nonc1-c1noc(N2CCCCC2)n1,-26,-4%,3,10%
COc1ccc(-c2nnn(Cc3nn[nH]n3)n2)cc1OC,42,-1%,-4,-3%
COc1cc(C(=O)Nc2ccncc2)cc(OC)c1OC,?,7%,-5,-4%
CCC12CN3CCN(CC(C3)/C1=N\NC(=O)Nc1ccccc1)C2,50,-2%,4,.
Cc1cc(C)cc(NC(=O)C2CCCN2/C=C/C(=O)C(F)(F)F)c1 (stereo not drawn),24,1%,-3,.
CC1CCCCC1NC(=O)CSCC(=O)O (stereo not drawn),17,0%,.,.
# (continued)
SMILES,PNC assembly inh,12-hLO inh,IMPase cell inh,15-hLO-2 inh
COc1cccc(N)c1,.,3%,.,-7%
Cc1nc2cc(N3CCCCC3)c(NC(=O)c3ccncc3)cc2c(=O)n1Cc1ccc(Cl)cc1,-10,3%,-2,-14%
O=C(CCn1nc(-c2ccc(Cl)cc2)ccc1=O)NCc1cccnc1,-18,-2%,-1,3%
CCOC(=O)c1c(C)nc2c(c1-c1cc(OC)ccc1OC)C(=O)c1ccccc1-2,?,2%,-10,9%
Cc1ccc2c3c(cccc13)-c1ccccc1C2=O,-7,-4%,-6,.
COc1ccccc1C1CC(=O)Oc2c(C(C)C)ccc(C)c21 (stereo not drawn),.,-11%[0.00818 µM],.,-9%[0.0915 µM]
COc1ccc(C2(O)CCN(Cc3nnnn3Cc3ccc(F)cc3)CC2)cc1,7,-11%,4,-13%
COc1ccc(C(CC(=O)O)NC(=O)Cc2ccccc2)cc1OC (stereo not drawn),2,2%,.,.
CC1CN(C2CCN(S(=O)(=O)c3ccccc3)CC2)CC(C)O1 (stereo not drawn),14,-6%,3,.
Cc1ccc(C(=O)Nc2nc3ccccc3n3nnnc23)cc1,-30,7%,-4,0%
COc1ccc(C(=O)NCc2cccnc2)cc1C(=O)NCc1cccnc1,.,0%[25.6 µM],1[20.6 µM],3%[25.6 µM]
Cc1ccc(-c2nn(-c3ccccc3)cc2/C=N/NC(=O)c2ccc(Br)o2)cc1,-9,7%,12,-1%
CCCCC(c1nnnn1CCOC)N1CCN(C(=O)c2ccco2)CC1 (stereo not drawn),22,-1%,-2,1%
CC(C)c1cc(C(=O)NCc2cccnc2)no1,4,-5%,-4,-8%
CC1(O)CC(=O)N(c2ccccc2)O1 (stereo not drawn),-13,-4%,2,-8%
COCCNC(=O)Cn1c(=O)n(CCC(=O)NCCc2ccccc2)c(=O)c2ccccc21,46,-2%,.,.
CCC(=O)N(CCCN(C)C)c1nc(-c2cc(OC)ccc2OC)cs1,-13,1%,-3,40%[activator]
COc1cc(C(=O)Nc2nc(-c3cccs3)cs2)cc(OC)c1OC,-24,-20%,7,-1%
Cc1sc(NC(=O)CCC(=O)O)c(C(N)=O)c1-c1ccccc1,?,-5%,.,.
O=C(COc1ccc(F)cc1)NC1CC1,1,0%,0,-5%
Cc1cccc(-n2c(-c3ccncc3)n[nH]c2=S)c1,9,-9%,5,.

# 6 entries from above, with bars between the fields.
canonical_smiles | PNC assembly inh | 12-hLO inh | IMPase cell inh | 15-hLO-2 inh
Cc1cccc(N2CCN(C(=O)c3ccc(NC(=O)C4CCCO4)cc3)CC2C)c1 (stereo not drawn) | 14 | -1% | 15 | 1%
Fc1ccccc1-c1nc(NCCCN2CCOCC2)c2ccccc2n1 | 21 | 2% | . | .
COc1ccc2c(c1)C1=NN(/C(C)=C/C(C)=O)C(c3cccc(F)c3)C1CC2 (stereo not drawn) | 19 | -27% | . | .
CCOC(=O)C(NC=O)(NC(C)(C)C)C(=O)OCC | 26 | -1% | -5 | -5%
Cc1nonc1NC(=O)CSc1ccc(-c2ccccc2)nn1 | ? | -8% | ? | -6%
COc1ccc(CCNC(=O)Cn2c(=O)oc3ccccc32)cc1OC | ? | -2% | -2 | 1%
